Calb biofilm kill – kills Candida albicans biofilms | C. albicans biofilm + clotrimazole, Alamar Blue | inhibition, % at 6 µM | 0.14% of 85,000 active;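 active = inhibition above 20%; inactive = inhibition below 20%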;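 note: preformed 24 hr biofilms exposed to compound for 48 hr; 0% = biofilm without compound and 100% = blank killed by clotrimazole plus chlorhexidine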
PLK1 kinase inh – PLK1 (human) kinase inhibition | 0.53% of 97,000 active | recombinant PLK1 kinase, TR-FRET peptide phosphorylation | P53350 | inhibition, % at 10 µM;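 active = inhibition of 50% or more in the single-concentration screen; inactive = inhibition below 50%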;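 note: 0% = DMSO max control and 100% = H-89 dihydrochloride min control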
Target sequence (P53350 whole entry, looked up): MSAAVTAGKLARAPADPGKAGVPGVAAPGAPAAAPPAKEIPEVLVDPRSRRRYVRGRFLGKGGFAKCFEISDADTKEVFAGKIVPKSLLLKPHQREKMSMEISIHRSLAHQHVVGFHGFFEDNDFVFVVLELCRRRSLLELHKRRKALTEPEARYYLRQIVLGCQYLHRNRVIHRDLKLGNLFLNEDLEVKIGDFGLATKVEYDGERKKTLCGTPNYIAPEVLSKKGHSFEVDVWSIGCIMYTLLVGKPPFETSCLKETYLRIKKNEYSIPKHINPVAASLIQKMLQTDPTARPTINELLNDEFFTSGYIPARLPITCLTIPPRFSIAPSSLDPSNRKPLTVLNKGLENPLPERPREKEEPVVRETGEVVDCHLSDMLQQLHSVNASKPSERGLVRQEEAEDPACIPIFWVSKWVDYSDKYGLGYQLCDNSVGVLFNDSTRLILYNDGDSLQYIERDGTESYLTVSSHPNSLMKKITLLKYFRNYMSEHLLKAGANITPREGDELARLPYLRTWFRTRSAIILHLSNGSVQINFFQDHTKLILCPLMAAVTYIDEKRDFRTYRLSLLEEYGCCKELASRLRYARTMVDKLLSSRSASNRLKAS
* marks the source's active call; other numbers are inactive results; . = no result given.

Values run as follows: Calb biofilm kill, PLK1 kinase inh
- O=C(CCC(=O)Nc1ccccc1)N/N=C/c1ccncc1
  ., -6
- O=C(COc1ccccc1)NCC(=O)N/N=C/c1cccs1
  ., -13
- Cc1ccc2nc(NC(=S)NC(=O)c3ccc(OC(C)C)cc3)sc2c1
  ., -16
- CCn1c2ccccc2c2cc(NC(=O)c3cccc([N+](=O)[O-])c3)ccc21
  ., -1
- COc1ccccc1N1CCN(C2CCN(C(=O)c3cccs3)CC2)CC1
  9, .
- Cn1c(NC(=O)CC2CCCCC2)cc(=O)n(C)c1=O
  0, .
- O=C(c1cc2c(=O)oc3ccccc3c2s1)N1CCN(c2ncccn2)CC1
  9, .
- CCOC(=O)N1CCC(N2Cc3cccc(C(=O)NCc4ccc5c(c4)OCO5)c3C2=O)CC1
  7, .
- Cc1cc(C)n(-c2nc3ccccc3nc2Nc2ccc3c(c2)OCO3)n1
  -17, .
- CCOc1ccc(S(=O)(=O)NCc2ccc(OC)cc2)c2cccnc12
  2, .
- NS(=O)(=O)c1cc2c(cc1C(F)(F)F)NCNS2(=O)=O
  15, .
- CC1CNCCN1S(=O)(=O)c1cccc2cnccc12 (configuration not stated)
  12, .
- CN1CCCN(C(c2ccccc2)c2ccc(Cl)cc2)CC1 (configuration not stated)
  8, .
- CSc1nc2sc3c(c2c2nncn12)CCC3
  7, .
- COc1ccc(CCNC(=O)C2CCN(Cc3nc(-c4ccc(Cl)cc4)oc3C)CC2)cc1OC
  -4, .
- CC(C)CCSc1nnc(Cn2c(=O)sc3ccccc32)n1C
  -4, .
- Cc1ccc(C(CC(=O)O)Nc2nc(N3CCOCC3)nc(N3CCOCC3)n2)cc1 (configuration not stated)
  -3, .
- CCOC(=O)N1CCC(NC(=O)CCc2c(C)nc3c(c(C)nn3-c3ccccc3)c2C)CC1
  12, .
- COc1cc(NC(=O)c2c(-c3ccccc3Cl)noc2C)c2ncccc2c1
  3, .
- Cc1onc(-c2ccccc2Cl)c1C(=O)NCc1ccc2c(c1)cc(C)n2C
  1, .

One compound at a time, from the list above. Values in the order: Calb biofilm kill | PLK1 kinase inh
Cn1c(NC(=O)CC2CCCCC2)cc(=O)n(C)c1=O in the list: 0 | .
CCOc1ccc(S(=O)(=O)NCc2ccc(OC)cc2)c2cccnc12 in the list: 2 | .
CC1CNCCN1S(=O)(=O)c1cccc2cnccc12 (configuration not stated) in the list: 12 | .
Cc1onc(-c2ccccc2Cl)c1C(=O)NCc1ccc2c(c1)cc(C)n2C in the list: 1 | .

Later entries:
Values run as follows: Calb biofilm kill, PLK1 kinase inh
- CCC(=O)Nc1nonc1-c1nc2ccccc2n1Cc1ccc(Cl)c(Cl)c1
  8, .
- CCOC(=O)Nc1ccc2c(c1)N(C(=O)N(CC)CC)c1ccccc1CC2
  9, .
- Cc1ccc(CN2C(=O)CCC2C(=O)NCCN2CCN(c3cccc(Cl)c3)CC2)cc1 (configuration not stated)
  -5, .
- NCCCC(=O)O
  13, .
- COCCN1Cc2cccc(C(=O)Nc3ccc(S(=O)(=O)N4CCCCC4)cc3)c2C1=O
  9, .
- c1ccc(-n2ncc3c(NC4CCCCCC4)ncnc32)cc1
  -1, .
- COCCn1c(CN2CCN(c3ccccc3F)CC2)nc2c1c(=O)n(C)c(=O)n2C
  6, .
- O=C(CC(NCCN1CCOCC1)C(=O)O)Nc1cccc(Cl)c1 (configuration not stated)
  9, .
- COc1ccc(S(=O)(=O)N2CCN(CCC(=O)Nc3ccc(F)cc3)CC2)cc1
  5, .
- CC(=O)N=c1sc(S(N)(=O)=O)nn1C
  5, .
- O=C(NCCN1CCOCC1)c1cc(-c2ccco2)on1
  1, .
- Cc1sc2ncnc(Sc3nnc4sc5ccccc5n34)c2c1C
  7, .
- Cc1cc(C(=O)Nc2cccnc2)on1
  6, .
- CCN(CC)CCN1C(=O)C(=O)/C(=C(/O)c2ccc(F)cc2)C1c1ccncc1 (configuration not stated)
  7, .
- Brc1c(NC2=NCCN2)ccc2nccnc12
  7, .
- Cc1cc(N)n2nc(-c3ccccc3)cc2n1
  6, .
- Cc1onc(-c2ccccc2)c1C(=O)N[C@@H]1C(=O)N2[C@@H]1SC(C)(C)[C@@H]2C(=O)O
  11, .
- Cc1cccc(N(C)c2cc(C)nc3nc(C)nn23)c1
  0, .
- CNC(=O)c1c(NC(=O)c2ccc(S(=O)(=O)N3CCOCC3)cc2)sc2c1CCC2
  3, .
- COc1ccc2c(c1)c(CC(=O)O)c(C)n2C(=O)c1ccc(Cl)cc1
  16, .
- CC(=O)[C@H]1CC[C@H]2[C@@H]3CCC4=CC(=O)CC[C@]4(C)[C@H]3[C@H](O)C[C@]12C
  10, .
- Cc1cc(NC(=O)CSc2nnc(Cn3c(=O)sc4ccccc43)n2-c2ccccc2C)no1
  0, .
- O=C(Nc1ccncc1)c1cc2ccccc2oc1=O
  5, .
- CCOCCn1c(CN2CCN(CCO)CC2)nc2c1c(=O)n(C)c(=O)n2C
  1, .
- c1ccc(-c2nn3c(-c4ccncc4)nnc3s2)nc1
  11, .
- Cc1coc2c(O)cc3c(c12)OC1(N2CCCCC2)C(=O)NCCCC31 (configuration not stated)
  6, .
- O=C(c1cc2cc3ccc(Cl)cc3nc2o1)N1CCN(Cc2ccc3c(c2)OCO3)CC1
  10, .
- CCOc1ccc(C(CC(=O)O)NC(=O)C23CC4CC(CC(C4)C2)C3)cc1 (configuration not stated)
  3, .
- CCOc1ccc(NC(=O)CSc2nnc(Cn3c(=O)sc4ccccc43)n2C)cc1
  11, .
- CCOC(=O)C1=C[C@]2(CC)CCCN3CCc4c(n1c1ccccc41)[C@@H]32
  5, .
- Cc1ccc(-n2c(=O)c(C#N)cc3c(=O)n4ccccc4nc32)cc1
  3, .
- CCOC(=O)Cn1c(=O)c(-c2ccccc2N)nc2ccccc21
  -2, .
- CC1CCN(C(=O)CSc2ccc3nnc(-c4cccc(F)c4)n3n2)CC1
  19, .
- Cc1cc(Nc2cccc(Cl)c2C)n2ncnc2n1
  1, .
- O=C(NCc1ccc2c(c1)OCO2)c1nnc(Cc2ccc(Cl)cc2)o1
  9, .
- Cc1ccc(NC(=O)CS(=O)(=O)c2cn(C)c3ccccc23)c(C)c1
  4, .
- O=S(=O)(c1ccc2oc(-c3ccncc3)nc2c1)c1ccc2oc(-c3ccncc3)nc2c1
  5, .
- COc1ccc(/C(O)=C2/C(=O)C(=O)N(CCCN(C)C)C2c2ccccc2)cc1OC (configuration not stated)
  8, .
- O=C(CSc1ccc2nnc(-c3ccccc3)n2n1)N1CCCCC1
  0, .
- COc1ccc(C(=O)OCC(=O)c2ccc(C)c(S(=O)(=O)N3CCOCC3)c2)cc1OC
  10, .
- CN(C)CCCN1C(=O)C(O)=C(C(=O)c2cccs2)C1c1ccccn1 (configuration not stated)
  8, .
- Cc1cc(NC(=O)CN2CCN(c3ccccc3F)CC2)nc2c1c(=O)oc1ccccc12
  8, .
- Cc1ccc(CNC(=O)C2CCCN(c3nc4ccccc4o3)C2)cc1 (configuration not stated)
  0, .
- Cc1cccc(N(C)C(=S)Oc2ccc3ccccc3c2)c1
  6, .
- CCC1CCCCN1C(=O)c1cc(-c2ccc(Cl)c(Cl)c2)on1 (configuration not stated)
  1, .
- CN1CCC(=C2c3ccccc3C=Cc3ccccc32)CC1
  9, .
- CN(C)CCC=C1c2ccccc2CCc2ccccc21
  12, .
- CN1CCN(c2nc(C(N)=O)cc(-c3ccccc3)n2)CC1
  11, .
- Cc1nccn1-c1c2c(c(C#N)c3nc4ccccc4n13)CCCC2
  13, .
- CC(=O)OC(C)C[N+](C)(C)C (configuration not stated)
  -3, .
- COc1c(Cl)cc(-c2noc(C)c2C(=O)NC(C)C)cc1Cl
  -1, .
- N#Cc1cc2c(=O)n3ccccc3nc2n(Cc2cccnc2)c1=O
  1, .
- Cc1cc(OCC(=O)NCCO)ccc1Cl
  9, .
- COc1ccc(OC)c(C2/C(=C(/O)c3cnn(-c4ccccc4)c3C)C(=O)C(=O)N2CCN(C)C)c1 (configuration not stated)
  1, .
- CCOc1cc2c(cc1OCC)C(c1cc(OC)c(O)c(OC)c1)NCC2 (configuration not stated)
  7, .
- CCOc1cccc(-c2nnc3n2N=C(c2cc(OC)ccc2OC)CS3)c1
  -7, .
- COc1ccc2c(c1)OC13CCN(C)CC1C2C(C(=O)c1ccc(F)cc1)C(=O)N3 (configuration not stated)
  7, .
- COc1ccc(C(CC(=O)O)NC(=O)COc2ccc(C)cc2)cc1OC (configuration not stated)
  -1, .
- CC(C(=O)N1CCCCC1)n1ncn2cccc2c1=O (configuration not stated)
  1, .
- COC(=O)c1oc2ccc(OC)cc2c1N
  10, .

More records follow.
Values run as follows: Calb biofilm kill, PLK1 kinase inh
- O=C(Nc1cc(C(F)(F)F)ccc1Cl)C1CCN(c2nnc(-n3cccc3)s2)CC1
  2, .
- O=C(c1noc2c1CCCCC2)N1CCN(C(c2ccccc2)c2ccccc2)CC1
  -1, .
- O=C(Cc1cc(=O)[nH]c(=O)[nH]1)N1CCN(C(=O)c2ccco2)CC1
  -2, .
- CCc1ccccc1NS(=O)(=O)c1ccc2[nH]cc(C(=O)NC3CCCC3)c(=O)c2c1
  1, .
- CC1CC(C)CN(C(=O)CCNS(=O)(=O)c2cccs2)C1 (configuration not stated)
  4, .
- COC(=O)Nc1nc2ccc(Sc3ccccc3)cc2[nH]1
  14, .
- C[C@]12CC[C@@H]3c4ccc(O)cc4CC[C@H]3[C@@H]1CC[C@@H]2O
  6, .
- CC1=C(C)C(=O)C(CCCCC#CCCCC#CCO)=C(C)C1=O
  11, .
- CCOc1ccc(OCC)c(NC(=O)CN2CCN(c3ccc(C)cc3C)CC2)c1
  -3, .
- O=c1c2ccccc2nc2c3ccccc3c(N3CCOCC3)nn12
  -6, .
- COc1ccc(OC)c(N2C(N)=C(C#N)C(c3ccc(OC)c(O)c3)C3=C2CC(C)(C)CC3=O)c1 (configuration not stated)
  5, .
- CC(C)c1cc(C(=O)N2CCN(C(c3ccccc3)c3ccccc3)CC2)no1
  2, .
- Cc1nc(N2CCN(Cc3ccc4c(c3)OCO4)CC2)c2oc3ccccc3c2n1
  4, .
- Cc1cccc(-n2nc3c(c2NC(=O)CCC2CCCCC2)CS(=O)C3)c1C (configuration not stated)
  9, .
- CCCCSc1nnc(-c2ccc(NC(C)=O)cc2)n1C
  -1, .
- CCOC(=O)c1c(C)c(C(=O)Nc2cc(F)ccc2F)c(C)n1C
  -3, .
- COc1ccccc1N(CC(=O)Nc1cc(C)on1)S(=O)(=O)c1cccs1
  3, .
- O=C(CSc1nc2ccccc2o1)Nc1nc2c(s1)CCCC2
  3, .
- CCOC(=O)c1[nH]c2ccccc2c1NC(=O)C1CCCC1
  -1, .
- O=c1nc2n(c3sc4c(c13)CCC4)Cc1ccccc1-2
  6, .
- c1cncc(-c2nn3c(-c4ccncc4)nnc3s2)c1
  7, .
- C[C@]12CCC(=O)C=C1CC[C@@H]1[C@@H]2C(=O)C[C@@]2(C)[C@H]1CC[C@]2(O)C(=O)CO
  6, .
- Cc1cc(NS(=O)(=O)c2ccc(N)cc2)no1
  5, .
- COc1ccccc1Cn1c(=O)c2ccccc2n2c(SCC(=O)N3CCCCC3)nnc12
  8, .
- COC(=O)c1ccc2c(c1)N(Cc1cc(C)ccc1C)C(=O)c1ccccc1S2=O (configuration not stated)
  0, .
- Cc1ccc(-n2c(=O)cc(N3CCCCCC3)[nH]c2=O)cc1
  6, .
- COC(=O)CSCc1nc2ccccc2[nH]c1=O
  2, .
- Cc1ccc(NC(=O)c2ccccc2O)cc1
  2, .
- C[C@@H]1C[C@H]2[C@@H]3CCC4=CC(=O)C=C[C@]4(C)[C@@]3(F)[C@@H](O)C[C@]2(C)[C@@]1(O)C(=O)COP(=O)(O)O
  8, .
- Cc1cc(C)nc(NS(=O)(=O)c2ccc(N)cc2)n1
  2, .
- CC(C)N1C(=O)CCC1C(=O)N1CCC(Cc2ccccc2)CC1 (configuration not stated)
  5, .
- C=CCNC(=O)c1cnc2n(c1=O)CCS2
  17, .
- Cc1cccc(-n2ncc3c(NC4CCCCC4)ncnc32)c1
  -7, .
- CCCS(=O)(=O)N1CCN(C(=O)COc2ccc(-c3ccccc3)cc2)CC1
  10, .
- CCOCCn1c(=O)c2c(nc3n2CCN3c2ccccc2)n(C)c1=O
  7, .
- CCOC(=O)N1CCC(NC(=O)C2CCN(Cc3nc(-c4ccc(CC)cc4)oc3C)CC2)CC1
  4, .
- COc1ccc(-c2nnc3ccc(SCC(=O)N4CCN(c5ccccc5)CC4)nn23)cc1OC
  6, .
- Cc1ccccc1Cn1c(CN2CCN(c3ccc(F)cc3)CC2)nc2c1c(=O)n(C)c(=O)n2C
  13, .
- COc1ccccc1-c1nnc(SCC(=O)N2CCOCC2)o1
  3, .
- CC(=O)Nc1cc(N2C(=O)CCC2=O)ccc1Cl
  10, .
- Cc1cccc(-n2ncc3c(NCc4ccco4)ncnc32)c1
  3, .
- Cc1cc(Nc2ccc(C)c(Br)c2)n2nc(C)nc2n1
  3, .
- CC(Sc1ccc2nnc(-c3ccc(F)cc3)n2n1)C(=O)O (configuration not stated)
  7, .
- Cc1ccc(N2CCN(S(=O)(=O)c3ccc4c(c3)n(C)c(=O)c(=O)n4C)CC2C)cc1 (configuration not stated)
  2, .
- O=c1c2cc3ccccc3n2cnn1Cc1ccccc1F
  6, .
- CCc1ccccc1NC(=O)CSc1nc2n[nH]c(C)c2c(=N)n1-c1ccc(OC)cc1
  -1, .
- COc1ccc(S(=O)(=O)n2nc(-c3cc(OC)c(OC)c(OC)c3)cc2N)cc1OC
  -1, .
- CCOc1nc(Nc2ccc(-c3nc4ccccc4o3)cc2)nc(N2CCOCC2)n1
  1, .
- COc1ccc(C(=O)NCc2nnc(SC)n2C2CCCCC2)cc1
  0, .
- Brc1ccc(-c2nnc3sc(CNC4CCCC4)cn23)cc1
  -1, .

A portion of the library, so the mix of outcomes need not match the whole.
